A549 viability – Nrf2 qHTS screen for inhibitors: counterscreen for cytotoxicity; Potency, µM (doses to about 46 µM), for the others: at the top dose activity change, negative = cytotoxicity, most hits filed as inhibitors; AID 504648, 2011; A549 ARE-Fluc cells, CellTiter-Fluor viability, 18-24 h; 0.16% of 390,000 active; also: potency is read from the fitted curve at half-maximal effect; % is scaled to controls: 0 for no effect and ±100 for the full control effect
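A549 ARE_Fluc cells in 5% FBS OPTI-MEM were exposed to compounds in concentration-response for 18-24 h at 37 deg C. Viability was read by CellTiter-Fluor fluorescence (Ex 405/Em 525) after 30 min, before the luciferase read.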
Mm-Cpn inhibitor – Inhibitors of TCP-1 ring complex (TRiC) of Methanococcus maripaludis (MmCpn): qHTS | Chaperonin Mm-Cpn (Methanococcus maripaludis) | purified Mm-Cpn ATPase, ADP Transcreener TR-FRET | Potency, µM (doses to about 76.9 µM), for the others: top-dose activity, negative = inhibition, actives largely listed as inhibitors | 0.031% of 330,000 active | AID 504842, 2011; also: potency is read from the fitted curve at half-maximal effect; % is scaled to controls: 0 for no effect and ±100 for the full control effect; nearly all actives have a fitted effect of over 80% in size
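25 nM Mm-CPN + cpd, 10 min 37°C; + 10 uM ATP, 30 min 37°C; buffer 30 mM Tris pH 7.4, 100 mM KCl, 5 mM MgCl2, 1 mM DTT; Transcreener ADP HTRF detection 30 min RT.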
Nrf2 ARE act – qHTS of Nrf2 Activators; AREc32 ARE-luciferase reporter (MCF7-derived line), luminescence, 24 h; Potency, µM (highest dose often 46.1 µM), for inactives: top-dose activation, actives largely listed as activators; 0.31% of 410,000 active; AID 624171, 2012; also: potency is read from the fitted curve at half-maximal effect; % of control where 0% means no effect; nearly all actives have a fitted effect of over 65% in size
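AREc32 cells carrying an ARE-driven firefly luciferase, 1000 cells/well in OPTI-MEM with 5% FBS, dosed after overnight attachment and incubated 24 hr at 37 deg C. Steady-Glo luminescence read after 30 min at RT.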
CCT modulator – High-Throughput Screening for Modulators of Cytosolic Chaperonin Activity. purified chaperonin ATPase assay, HTRF ADP detection, 30 min. activity change, % (concentration not given with the values), hits read low. 0.3% of 360,000 active; in the data active = activity change below about -30%; also: % is scaled to controls: 0 for no effect and ±100 for the full control effect
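First, chaperonin was dispensed at 40 nM or 20 nM final depending on batch activity. Next, compounds were pinned at 76 uM and ATP added at 10 uM. After 30 min at 37 °C, ADP detection reagents ran 30 min at ambient temperature.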
Akt phos inh – HTS Assay for Inhibitors of Akt Phophorylation: Primary Screen; 0.32% of 360,000 active; Neuro2A IGF-stimulated pAkt S473 HTRF, 20 min; stronger effect = lower value; activity change, % for hits at 50 µM; in the data active = activity change below about -80%; inconclusive = mostly about -51% to -80%; also: % is scaled to controls: 0 for no effect and ±100 for the full control effect
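Single-point screen (50 µM final compound) in Neuro2A cells stimulated 20 min with 6 nM IGF at 37 deg C. After lysis, Ser473-phosphorylated Akt read by HTRF (ex 330 nm, em 615/665 nm) as the 665/615 ratio.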
TGFb inhibitor – qHTS for Inhibitors of TGF-b. Potency, µM (highest dose often 46.1 µM), for inactives: at the highest dose activity, negative = inhibition, actives largely listed as inhibitors. AID 588855, 2011. 1.2% of 410,000 active. HepG2 CAGA-GFP TGF-b/SMAD3 reporter, GFP fluorescence, 18 h; TGF-beta stimulated, 500 pg/mL final; also: potency is read from the fitted curve at half-maximal effect; % is scaled to controls: 0 for no effect and ±100 for the full control effect; nearly all actives have a fitted effect of over 65% in size
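Per well, imaged GFP fluorescence of HEPG2 CAGA-GFP cells gives the signal; cells get compound, then TGF-beta (500 pg/mL final), 18 h at 37 degrees C; %Activity versus -TGF-beta and +DMSO controls.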
Abeta yeast res – qHTS for compounds that reverse cellular toxicity of Amyloid beta (A-beta) peptide in yeast: Primary Screen. yeast expressing A-beta42, growth rescue, OD600, 48 h; response scale: 0% DMSO, 100% iron-clioquinol control. Potency, µM (highest dose often 46.1 µM), for inactives: at the top dose growth rescue, hits mostly activators. 0.063% of 410,000 active; also: potency is read from the fitted curve at half-maximal effect; nearly all actives have a fitted effect of over 55% in size
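Growth rescue measured by 600 nm absorbance after 48 h yeast culture at 30 C with compound. Values normalized between DMSO and an equimolar ferric chloride plus clioquinol control.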
Nrf2 block – Nrf2 qHTS screen for inhibitors. A549 ARE-Fluc reporter, luciferase luminescence, 18-24 h. Potency, µM (top dose mostly 46 µM), for the others: at the highest dose activity change, negative = inhibition, usual class: inhibitors. 2.1% of 360,000 active. AID 504444, 2011; also: potency is read from the fitted curve at half-maximal effect; % is scaled to controls: 0 for no effect and ±100 for the full control effect; nearly all actives have a fitted effect of over 60% in size
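Concentration-response testing used A549 ARE_Fluc cells at 5000 cells/well. Following an 18-24 h compound incubation, viability was read by fluorescence (Ex 405/Em 525) and luciferase output by luminescence.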
HepG2 viability – qHTS for Inhibitors of TGF-b: Cytotox Counterscreen. 0.76% of 410,000 active. Potency, µM (titrated, usually from 46.1 µM), without a hit: top-dose activity change, negative = cytotoxicity, hits mostly cytotoxic. HepG2 CAGA-GFP viability, ATP luminescence, 18 h; also: potency is read from the fitted curve at half-maximal effect; some results filed as inactive show a strong effect at the top dose
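HepG2 CAGA-GFP cells (1000/well, DMEM with 1% FBS) received compound, then TGF-beta at 500 pg/mL final, and were incubated 18 hours at 37 degrees C. Viability was read by CellTiter-Glo luminescence. Media-only wells were set as complete cell-killing and DMSO as no toxicity.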
* marks the source's active call; other numbers are inactive results; i = inactive; ? = inconclusive; . = not tested or not shown; [ ] = dose if it differs, or a comment. Unless noted, calls follow the shape of the dose curve; as a rule, active = well fitted curve in the direction sought with a large enough effect; inconclusive = small, poorly fitted or top-dose-only effect, or another doubt; inactive = no such curve, though single readings can be large; an effect the other way counts as inactive or inconclusive.

canonical_smiles,A549 viability,Mm-Cpn inhibitor,Nrf2 ARE act,CCT modulator,Akt phos inh,TGFb inhibitor,Abeta yeast res,Nrf2 block,HepG2 viability
Cn1c(=O)n(CCCOc2ccc(Cl)cc2)c2ccccc21,10%,-9%,4.2%,-2.9,i,29%,-8%,.,0%
Cn1nc([N+](=O)[O-])nc1S(C)(=O)=O,-8%,3%,-2.2%,-1.3,i,13µM*,0%,23µM*,20µM*
O=C(CCNc1ccc(Cc2ccncc2)cc1)c1cccc([N+](=O)[O-])c1,-8%,1%,?,-1.0,i,-9%,-31%,15µM*,-13%
CCCCNS(=O)(=O)c1ccc(C)c(-c2nnc3c4ccccc4c(C)nn23)c1,-10%,.,0.4%,.,.,-15%,-12%,?,-20%
CCOC(=O)C1(CCCc2ccccc2)CCN(C(=O)Cn2nc(C)nc2C)CC1,0%,0%,-0.1%,-2.3,i,-10%,4%,5%,-11%
Cc1c(Cl)c(C(=O)NNC(=S)Nc2ccc(F)cc2)nn1C,-1%,-2%,5.9%,2.0,i,-4%,6%,?,-20%
COc1cc(C(=O)OCC(=O)NC2CCCCCC2)ccc1OCC(C)C,-12%,2%,-0.6%,-4.5,i,?,-1%,23%,-61%
Cc1ccc(CN2CCN(c3cccc4[nH]ccc34)CC2)cc1,-1%,0%,0.1%,-3.3,i,-22%,18%,0%,-29%
CCOC(=O)C1(CCOc2ccccc2)CCN(Cc2cccn2-c2ncccn2)CC1,-8%,0%,0.1%,-5.3,i,-7%,2%,26%,-31%
COc1cccc(-c2cnc3c(NC=O)cc(-c4ccccc4Oc4ccccc4)cn23)c1,.,.,9.6%,0.8,i,10µM*,-1%,.,-17%

(further entries)
canonical_smiles,A549 viability,Mm-Cpn inhibitor,Nrf2 ARE act,CCT modulator,Akt phos inh,TGFb inhibitor,Abeta yeast res,Nrf2 block,HepG2 viability
O=C1CN(CC(=O)NC2CCCc3ccccc32)CCN1 (stereo not given),-1%,0%,-0.3%,-1.0,i,8%,-42%[inhibitor],3%,3%
O=C(/C(=C(\[O-])c1ccccc1)[n+]1ccc2ccccc2c1)c1ccccc1,-2%,-3%,8.3%,-2.2,i,-1%,3%,6%,-25%
COc1ccccc1N1CCN(C(=O)c2ccc(COc3cccc4c3OC(C)(C)C4)cc2)CC1,-25%,0%,0.4%,3.1,i,?,19%,?,-2%
CN(C)c1cccc(C(=O)OCC(=O)NCC2CCCO2)c1 (stereo not given),-7%,0%,0.0%,-3.9,i,0%,12%,18%,-2%
O=C(Nc1ccc(F)cc1F)c1cc(CN2CCOCC2)on1,-5%,.,0.3%,.,.,-5%,-1%,?,2%
COc1cc(CNC2CCCC2)cc(Cl)c1OCc1ccc(F)cc1,-9%,-8%,5.0%,-3.7,i,-26%,-12%,-6%,-93%
O=C(NCc1ccc(-n2cccc2)cc1)c1cccc(F)c1,-2%,-3%,-0.9%,-5.0,i,-13%,10%,-19%,0%
O=S(=O)(c1ccccc1)N1CCN=C1SCc1c(F)cccc1Cl,-1%,-1%,0.1%,-0.5,i,?,-9%,0%,13%
Cc1ccc(NC(=O)c2ccccc2Br)c(C(=O)c2ccccc2)c1,1%,.,8.4%,.,.,?,-6%,?,-29%
O=C(CSc1cccc(C(F)(F)F)c1)NCc1ccccc1,8%,-1%,-1.2%,0.5,i,21%,8%,?,26%

Reprinted from the part before: two entries, then new ones.
canonical_smiles,A549 viability,Mm-Cpn inhibitor,Nrf2 ARE act,CCT modulator,Akt phos inh,TGFb inhibitor,Abeta yeast res,Nrf2 block,HepG2 viability
Cc1ccc(NC(=O)c2ccccc2Br)c(C(=O)c2ccccc2)c1,1%,.,8.4%,.,.,?,-6%,?,-29%
O=C(CSc1cccc(C(F)(F)F)c1)NCc1ccccc1,8%,-1%,-1.2%,0.5,i,21%,8%,?,26%
COc1cc(-c2nc3c[n+](CC(=O)c4ccccc4)ccc3n2C)cc(OC)c1OC,1%,0%,-0.6%,1.2,i,-11%,9%,-7%,-4%
O=C(CN(C(=O)CCC(=O)Nc1nccs1)c1ccc2c(c1)OCCO2)NCc1ccco1,4%,0%,0.2%,1.5,i,23%,10%,.,-2%
O=C(CCN1C(=O)/C(=C/c2ccccc2)SC1=S)NCCc1ccc(O)cc1,3%,?,12%,-2.7,i,?,3%,3%,-36%
CC(C)Nc1oc(-c2cccc3ccccc23)nc1C#N,-12%,-6%,4.6%,-2.4,i,?,-9%,-2%,-8%
O=C(Nc1ccc(Br)cc1)c1cccc(S(=O)(=O)Nc2ccccn2)c1,?,-1%,0.7%,-2.0,i,-6%,-13%,13µM*,21%
CCOC(=O)COc1cc2c3c(c(=O)oc2cc1C)CCCC3,1%,-2%,0.0%,0.1,i,0%,-25%,3%,-2%
CC(C)C[C@H]1CNC(=O)C(=O)N1C[C@@H]1CCCN1C[C@H](Cc1ccccc1)N1C[C@H](Cc2ccccc2)N(CCc2ccccc2)C(=O)C1=O,.,.,5.8%,-0.4,i,.,-13%,.,.
COc1ccc(NC(=O)C2CCC(C(C)(C)C)CC2)cc1S(=O)(=O)N1CCCCC1 (stereo not given),3%,-6%,2.0%,1.2,i,-27%,26%,?,-32%
CCOC(=O)c1c(NC(=O)CSc2nnnn2C)sc(C(=O)N(C)C)c1C,0%,-2%,-0.5%,1.8,i,6%,-4%,-10%,-11%
Cc1ccc(OCc2cc(C(=O)N3CCC(Oc4cccnc4)CC3)no2)cc1C,-1%,1%,3.0%,1.0,.,?,-5%,7%,-39%

(continued)
canonical_smiles,A549 viability,Mm-Cpn inhibitor,Nrf2 ARE act,CCT modulator,Akt phos inh,TGFb inhibitor,Abeta yeast res,Nrf2 block,HepG2 viability
CC1=NN(c2ccc(C(=O)O)cc2)C(=O)CC1,12%,0%,3.8%,2.1,i,27%,1%,?,2%
Cc1nn(Cc2ccc(Cl)cc2Cl)c(C)c1NC(=O)CCl,-11%,0%,?,-1.1,i,?,22%,-17%,-74%
CC(C)c1ccc(CNc2nc(-c3ccco3)nn2S(=O)(=O)c2ccc(F)cc2)cc1,-5%,.,3.7%,.,.,-29%,0%,9%,-16%
Cc1cccc(-n2cc(CNCCc3nc(C)cc(C)n3)c(-c3cccc(F)c3)n2)c1,-6%,0%,-0.6%,-2.1,i,11µM*,12%,-13%,-74%
CC[C@H](C)[C@H](NC(N)=O)C(=O)Nc1ccc(OC)c(Cl)c1,-1%,3%,4.6%,1.5,i,4%,12%,-11%,-19%
COc1ccc(CCNC(=O)c2ccc(Cn3c(SCc4ccccc4)nc4cccnc43)cc2)cc1,-10%,.,1.1%,.,.,-21%,-12%,-15%,-18%
COc1ccccc1CNC(=O)CCNS(=O)(=O)c1ccc2[nH]c(=O)oc2c1,-1%,1%,-0.5%,-0.4,i,3%,0%,-1%,-2%
Cc1ccc(NC(=O)C2=CCN(S(=O)(=O)c3ccc(F)cc3)CC2)c(C)c1,0%,-3%,-1.7%,0.2,i,-4%,-4%,-4%,-4%
COc1ccc(S(=O)(=O)Cc2ccc(C(=O)NCCCN(C)c3ccccc3)o2)cc1,1%,0%,-0.2%,1.3,i,-24%,-15%,-21%,-22%
O=C1OCCC1Sc1nnc(-c2ccc(Cl)cc2)n1Cc1ccccc1 (stereo not given),0%,0%,-0.8%,-2.9,i,-6%,9%,-1%,-19%

Next part
canonical_smiles,A549 viability,Mm-Cpn inhibitor,Nrf2 ARE act,CCT modulator,Akt phos inh,TGFb inhibitor,Abeta yeast res,Nrf2 block,HepG2 viability
O=C(O)CCC(=O)Nc1ccc(C(=O)OC2CCCCC2)cc1,2%,-1%,-1.6%,1.2,i,-2%,7%,?,1%
CCOC(CCn1c(SCC(=O)Nc2cc(C)on2)nc2ccccc2c1=O)OCC,5%,0%,2.0%,-0.4,i,1%,10%,-8%,-4%
CCOCCCNS(=O)(=O)Cc1ccccc1,7%,3%,0.2%,-0.4,i,8%,-4%,4%,-8%
COc1ccccc1CNN,1%,-4%,2.9%,1.9,i,18%,-21%,5%,-30%
CCCN1CCN(CCCNC(=O)Cn2c(-c3cccs3)cc3cc(Cl)ccc32)CC1,-12%,.,18%,.,.,?,7%,0%,-77%
Cc1ccc(S(=O)(=O)N2C[C@@H]3CCCC[C@@H]3[C@@H](C)[C@H]2c2cn(Cc3ccccc3)c3ccccc23)cc1,-1%,2%,-0.5%,-0.2,i,-28%,-6%,1.8µM*,0%
Cc1cc(C(C)(C)C)oc1C(=O)N(CC(=O)NC1CCCC1)c1cccc(C(F)(F)F)c1,?,-3%,0.4%,-0.8,i,?,0%,21µM*,-12%
COc1ccc(OC)c(C(=O)COC(=O)c2cccnc2Cl)c1,1%,-4%,-0.6%,-1.4,i,-1%,17%,0%,-3%
Cc1cc2cc(CCNC(=O)CCc3ccccc3)c(=O)[nH]c2cc1C,3%,1%,-0.8%,-2.6,i,2%,0%,-4%,-8%
CC(C)(C)C1CCc2c(sc(NC(=O)c3ccccc3F)c2C(=O)N2CCCCC2)C1 (stereo not given),5%,.,0.8%,.,.,-13%,28%,-18%,-3%
COc1ccc(S(=O)(=O)Nc2ccc(Oc3ncccn3)c(Cl)c2)cc1,-3%,-2%,-0.5%,-0.8,i,?,-21%,?,-3%

Source: PubChem BioAssay (National Center for Advancing Translational Sciences (NCATS))
